Hsp70 activator = transcriptional activators of Hsp70; HeLa Hsp70 promoter luciferase reporter, luminescence; scaled: vehicle 0, proteasome-inhibitor control 100%; activation, % at 10 µM; actives 0.04% (n = 200,000);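 active = activation above the mean across all tested compounds plus 3 SD, cutoff set per campaign, cut at about 5.5% in these data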;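 note: 100% = MG132 at 30 µM as the positive control and 0% = DMSO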
STAT1 inh = inhibitors of IFN-gamma induced STAT1 signaling | NIH 3T3 STAT1-luciferase reporter, luminescence | inhibition, % at 5.5 µM | actives 0.35% (n = 200,000) | AID 920;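 active = inhibition above a set limit, the mean inhibition across all tested compounds plus 3 SD, cut at about 34% in these data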;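 note: 0% = IFN-gamma with DMSO and 100% = IFN-gamma with 300 µM nifuroxazide; values of inactives mirror those of a sister screen read the other way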
FLuc inhib CS = inhibits firefly luciferase, flagging false hits in luciferase inhibition screens | P08659 | ATPLite firefly luciferase biochemical luminescence, 10 min | inhibition, % at 10 µM | actives 1.5% (n = 200,000);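 active = inhibition above about 50% when tested at 10 µM, limit read from the data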
Target sequence (P08659 whole entry, looked up): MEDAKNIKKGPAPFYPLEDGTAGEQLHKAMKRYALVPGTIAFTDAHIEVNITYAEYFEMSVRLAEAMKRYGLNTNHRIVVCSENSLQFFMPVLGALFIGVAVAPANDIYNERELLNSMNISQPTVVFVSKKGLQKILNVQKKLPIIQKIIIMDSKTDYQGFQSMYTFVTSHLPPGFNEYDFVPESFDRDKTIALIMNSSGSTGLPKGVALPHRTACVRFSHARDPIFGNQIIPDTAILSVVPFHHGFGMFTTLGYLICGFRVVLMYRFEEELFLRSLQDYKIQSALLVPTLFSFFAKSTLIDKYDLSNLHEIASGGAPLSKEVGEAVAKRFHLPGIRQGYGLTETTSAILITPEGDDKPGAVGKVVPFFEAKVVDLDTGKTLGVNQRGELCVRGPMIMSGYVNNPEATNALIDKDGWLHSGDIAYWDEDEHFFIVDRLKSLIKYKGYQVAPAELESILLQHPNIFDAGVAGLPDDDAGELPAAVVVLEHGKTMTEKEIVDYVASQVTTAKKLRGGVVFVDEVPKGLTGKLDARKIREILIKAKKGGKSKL
RAM network inh = inhibitors of the yeast RAM network; S. cerevisiae dse1pr::URA3 reporter, 5-FOA growth OD615, 2 d; analog-sensitive cbk1-as2 kinase mutant strain; inhibition, % at 50 µM; actives 1.8% (n = 190,000); AID 868;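 active = inhibition above a set limit, 3 SD over mean compound inhibition, cut at about 8.4% in these data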;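 note: 0% = DMSO-only wells with no growth and 100% = 10 µM 1-NA-PP1 full growth; inhibition rescues growth on 5-FOA so higher OD means more RAM inhibition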
NF-kB expr up = compounds increasing NF-kB expression in human neuronal cells. NF-kB reporter expression; stronger effect = higher value. fold change at 12.5 µM. actives 1.6% (n = 190,000); in the data active = fold change above about 3.3
APP 5'UTR act = activates APP 5'UTR luciferase reporter; SH-SY5Y APP 5'UTR luciferase reporter, luminescence; zero percent = DMSO vehicle wells; activation, % at 2 µM; actives 1% (n = 190,000); AID 1276;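 active = activation above a set limit, based on mean plus 3 SD of controls, cut at about 140% in these data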; note: values of inactives mirror those of a sister screen read the other way
STAT3 inh = STAT3 signaling inhibition. U3A cells, IL-6 STAT3-luciferase reporter, luminescence; host cell line lacks STAT1. inhibition, % at 5.5 µM. actives 0.89% (n = 190,000). AID 862;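 active = inhibition above the mean inhibition across all screened compounds plus 3 SD, cut at about 44% in these data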;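 note: 0% = DMSO only wells and 100% = 100 µM nifuroxazide control wells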
STAT3 act = increases IL-6 driven STAT3 reporter signal; U3A cells, IL-6 STAT3-luciferase reporter, luminescence; 100% = signal with IL-6 EC80 alone; activation (% of control), % at 5.6 µM; actives 0.91% (n = 190,000); AID 871;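 active = activation above the screen-wide mean of compound activation plus 3 SD, cut at about 130% in these data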;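 note: 0% = background luminescence of wells with medium and substrate only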
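Test system: STAT3-luciferase reporter U3A cells; Detection: reporter luminescence signal; Times: 1 h compound pre-exposure, 6 h IL-6 stimulation, 37 °C; Benchmarks: IL-6-only high control; Also added: IL-6 stimulus at 33 ng/mL final.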
STAT1 act = increases IFN-gamma driven STAT1 reporter signal. NIH 3T3 STAT1-luciferase reporter, luminescence; 100% = IFN-gamma alone, no compound. activation (% of control), % at 5.5 µM. actives 2.6% (n = 200,000);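 active = activation above the screen-wide mean activation plus 3 SD, cut at about 130% in these data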;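 note: raw ratio to IFN-gamma control signal so 100% means no change and 0% no light; values of inactives mirror those of a sister screen read the other way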
APP 5UTR inh = APP translation inhibition | SH-SY5Y APP 5'UTR-luciferase reporter, luminescence | inhibition, % at 2 µM | actives 0.82% (n = 190,000);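 active = inhibition above a set limit, derived from the sample mean plus 3 SD, cut at about 45% in these data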; note: values of inactives mirror those of a sister screen read the other way
Numbers without * were called inactive; · = not tested or not shown.

Value order: Hsp70 activator | STAT1 inh | FLuc inhib CS | RAM network inh | NF-kB expr up | APP 5'UTR act | STAT3 inh | STAT3 act | STAT1 act | APP 5UTR inh
COC(=O)c1ccc(NC(=O)c2snnc2-c2ccccc2)cc1
    -0.1 | 8 | -10 | 2.1 | 1.3 | 8 | 25 | 84 | 91 | -8
COCC(C)OC(=O)/C(C#N)=C\c1coc2ccc(C)cc2c1=O (stereo unspecified)
    -0.2 | -6 | -4 | -0.9 | 1.4 | -3 | 0 | 100 | 105 | 4
CCOC(=O)c1c(N2C(=O)Nc3ccccc3N2O)sc2c1CCCCC2
    -0.4 | -6 | -8 | 7.1 | 1 | -5 | 0 | 100 | 105 | 5
O=C(c1ccncc1)N(Cc1ccco1)Cc1cc2ccccc2[nH]c1=O
    -0.1 | 0 | -2 | 0.2 | 1 | 4 | -3 | 105 | 100 | -4
COc1ccc(N(CC(=O)NCc2ccco2)S(=O)(=O)c2ccc(C)cc2)cc1
    -0.2 | 4 | 1 | 0.8 | 1.1 | -1 | 4 | 101 | 96 | 1
COC(=O)CCC(=O)Nc1ccc(C)cc1OC(=O)CCC(=O)OC
    -0.2 | -1 | -3 | 1.8 | 0.92 | 9 | -42 | 136* | 105 | -9
Cc1ccc(-c2cc(C(=O)NCc3ccc4c(c3)OCO4)[nH]n2)c(O)c1C
    0.0 | -12 | -7 | 4.4 | 1.1 | 2 | 18 | 89 | 111 | -2
CCCCOC(=O)C1=C(C)Nc2ncnn2C1c1cc(OC)c(OC)cc1OC (stereo unspecified)
    -0.3 | -8 | -3 | 0.9 | 1.2 | -2 | 0 | 103 | 108 | 2
Cc1ccc(-c2nnn(CC(=O)N(Cc3cccs3)C(C(=O)NC(C)(C)C)c3ccc(C)o3)n2)o1 (stereo unspecified)
    -0.2 | 9 | -6 | 7.2 | 0.82 | -3 | 14 | 90 | 92 | 3
OC(c1ccccc1)c1nccn1Cc1ccccc1 (stereo unspecified)
    -0.4 | 17 | -3 | 0.4 | 1 | -23 | 6 | 100 | 85 | 23
COc1ccc(N(CC(=O)Nc2ccc(OC)cc2OC)S(=O)(=O)c2ccccc2)cc1
    0.2 | -4 | -7 | 3.8 | 0.81 | 21 | 1 | 101 | 102 | -21
CCc1ccc(CN(C)CC(=O)Nc2sccc2C#N)cc1
    -0.4 | 8 | -5 | 1.9 | 1.1 | 5 | 4 | 101 | 93 | -6
COc1cc(C=O)cc(OC)c1OS(=O)(=O)c1ccc(NC(C)=O)cc1
    -0.2 | -3 | -6 | 1.2 | 1.3 | -6 | 5 | 102 | 103 | 6
COc1ccc(NC(=O)c2c(Cl)cnn2C)c(C)c1
    0.0 | -8 | 1 | 1.8 | 1.3 | 7 | 11 | 95 | 106 | -7
O=S1(=O)CC(O)C(NCCO)C1 (stereo unspecified)
    -0.4 | -3 | -8 | 0.8 | 1.1 | 32 | 9 | 102 | 102 | -32

Next structures follow:
Value order: Hsp70 activator | STAT1 inh | FLuc inhib CS | RAM network inh | NF-kB expr up | APP 5'UTR act | STAT3 inh | STAT3 act | STAT1 act | APP 5UTR inh
CCN(CC)C(C(=O)Nc1ccc(C(C)C)cc1)c1ccc2c(c1)OCO2 (stereo unspecified)
    -0.2 | 5 | -6 | -0.8 | 0.95 | -11 | -3 | 107 | 95 | 11
CCC(=O)Nc1nc2ccc(NC(=O)c3cc(OC)c(OC)c(OC)c3)cc2s1
    -0.1 | 16 | -4 | 3.6 | 0.47 | 2 | 15 | 90 | 84 | -2
COC(=O)C[n+]1cccc2ccccc21
    -0.6 | 4 | -3 | -0.6 | 0.88 | 32 | -4 | 106 | 96 | -32
COc1ccc(CNC(=O)CSc2nc(C)cs2)cc1
    0.1 | 2 | -2 | -0.1 | 1.2 | 7 | 7 | 100 | 97 | -7
CN(C)CCCNC(=O)c1ccccn1
    -0.1 | 3 | -10 | 1.3 | 1.1 | 3 | -1 | 105 | 97 | -3
COCCn1c(SCC(=O)Nc2ccc(Cl)cn2)nnc1-c1ccncc1
    -0.2 | -1 | -5 | 1.6 | 1.2 | 11 | 5 | 98 | 100 | -11
COCC(=O)NC1CCN(CC(=O)Nc2ccc(OC)cc2[N+](=O)[O-])CC1
    -0.3 | 2 | -4 | 2.8 | 1.2 | 11 | -16 | 113 | 98 | -11
CC(C)(SC(=S)N1CCOCC1)C(=O)O
    0.2 | -5 | -9 | 0.9 | 1.1 | 22 | -4 | 106 | 104 | -22
Cc1c(Cl)c([N+](=O)[O-])nn1CC(=O)Nc1ccc2c(c1)OCO2
    -0.3 | 2 | -4 | 2.8 | 1.3 | 27 | 3 | 97 | 99 | -27
CCC(C)NC(=O)C1CCC(=O)N1Cc1ccc(C)cc1 (stereo unspecified)
    -0.3 | 2 | -4 | 0.2 | 1 | -7 | -3 | 104 | 98 | 7
CCOC(=O)Nc1ccc2c(c1)N(C(=O)N1CCN(C)CC1)c1ccccc1CC2
    -0.1 | -7 | 33 | -0.7 | 1.2 | 6 | 6 | 98 | 105 | -6
O=C(N/N=C/c1ccc(Sc2nc3ccccc3s2)c([N+](=O)[O-])c1)c1ccccn1
    -0.3 | 2 | -9 | 2.9 | 1.1 | -3 | 19 | 92 | 98 | 3
C=CCn1c(C)cc(C(=O)COC(=O)CNC(=O)c2ccccc2)c1C
    -0.2 | 31 | 16 | 1.6 | 0.63 | 13 | 46* | 62 | 72 | -13
Cc1ccc2c(c1)nnn2C1CCN(CC(=O)N2CCN(c3ccc(F)cc3)CC2)CC1
    -0.1 | 8 | -6 | 2.0 | 0.71 | 21 | 0 | 100 | 93 | -21
CCCc1ccc(-c2csc(NC(=O)Cc3cccs3)n2)cc1
    -0.4 | -6 | -7 | 6.2 | 1.1 | -4 | 44* | 64 | 106 | 4

Record cards, from the list above:
CCC(=O)Nc1nc2ccc(NC(=O)c3cc(OC)c(OC)c(OC)c3)cc2s1 is listed with Hsp70 activator: -0.1; STAT1 inh: 16; FLuc inhib CS: -4; RAM network inh: 3.6; NF-kB expr up: 0.47; APP 5'UTR act: 2; STAT3 inh: 15; STAT3 act: 90; STAT1 act: 84; APP 5UTR inh: -2
COC(=O)C[n+]1cccc2ccccc21 is listed with Hsp70 activator: -0.6; STAT1 inh: 4; FLuc inhib CS: -3; RAM network inh: -0.6; NF-kB expr up: 0.88; APP 5'UTR act: 32; STAT3 inh: -4; STAT3 act: 106; STAT1 act: 96; APP 5UTR inh: -32

Next entries follow.
Value order: Hsp70 activator | STAT1 inh | FLuc inhib CS | RAM network inh | NF-kB expr up | APP 5'UTR act | STAT3 inh | STAT3 act | STAT1 act | APP 5UTR inh
COc1ccc(Sc2nc(-c3ccccc3)ncc2OC)cc1
    -0.1 | 2 | -5 | 4.5 | 1.1 | -14 | 10 | 93 | 97 | 14
Cc1ccc(-n2c(C)cc(C(=O)CN3CCCCC3)c2C)cc1
    -0.2 | -6 | -2 | 1.2 | 1.4 | 11 | -10 | 106 | 108 | -11
O=C(Nc1ccc(F)c([N+](=O)[O-])c1)c1cccs1
    0.0 | 16 | 2 | 1.5 | 1.1 | 6 | 29 | 79 | 85 | -6
CC/C(=N\NC(=S)NC(C)C)c1ccc(OC(F)F)cc1
    -0.2 | 2 | -5 | 1.5 | 1.2 | 11 | 1 | 101 | 98 | -11
Cc1cc(C(=O)Nc2nc3c(s2)CCCC3)cs1
    0.0 | -37 | 70* | 1.3 | 6.4* | 119 | 52* | 60 | 136* | -119
CCn1c(=O)c2c(nc3n2CCCN3CCc2ccccc2)n(C)c1=O
    0.0 | 2 | -4 | 1.6 | 0.63 | -17 | 2 | 104 | 98 | 17
CC(C)CCNC(=O)C(c1cccnc1)N(Cc1ccccc1)C(=O)Cn1nnc2ccccc21 (stereo unspecified)
    -0.2 | -7 | · | · | · | 12 | -5 | 107 | 106 | -12
CCOc1ccc(N=C2NC(=O)/C(=C/C(=O)OC)S2)cc1
    -0.1 | 1 | -4 | 1.6 | 1.4 | -2 | 5 | 100 | 99 | 2
COc1ccc(C(=O)Nc2c(F)c(F)c(F)c(F)c2F)c(OC)c1
    -0.2 | -4 | -9 | 3.7 | 1.2 | 11 | 11 | 96 | 104 | -11
CCOc1ccc(CC(=O)Nc2sc(Cc3ccccc3)cc2C(N)=O)cc1OCC
    -0.3 | -1 | -11 | 5.0 | 0.98 | 21 | -8 | 105 | 101 | -21
Cc1cc(C)c([N+](=O)[O-])cc1-c1ccc(/C=N/NC(=O)c2nonc2N)o1
    -0.4 | 2 | -2 | 5.9 | 0.88 | 14 | 23 | 80 | 98 | -14
N#C/C(C(=O)Oc1ccccc1)=C1\C=Cc2ccccc2N1
    -0.2 | -11 | 3 | 1.9 | 2 | 27 | -33 | 127 | 110 | -27
COCCNc1oc(-c2ccc(Cl)cc2)nc1C#N
    -0.1 | -32 | 2 | -1.6 | 2.4 | 50 | 2 | 101 | 129* | -50
COc1ccc(Cn2c(C)nc3oc4cc(OC)ccc4c(=O)c3c2=O)cc1
    0.3 | 4 | -6 | 0.6 | 1.1 | 13 | -3 | 106 | 97 | -13
O=C(CNC(=O)c1ccc(Cl)cc1)OCc1nc2ccccc2s1
    -0.5 | 4 | -1 | 1.5 | 1 | 3 | -23 | 119 | 97 | -3

In the list so far, 5 contain two or more sulfur atoms:
Value order: Hsp70 activator | STAT1 inh | FLuc inhib CS | RAM network inh | NF-kB expr up | APP 5'UTR act | STAT3 inh | STAT3 act | STAT1 act | APP 5UTR inh
COc1ccc(CNC(=O)CSc2nc(C)cs2)cc1
    0.1 | 2 | -2 | -0.1 | 1.2 | 7 | 7 | 100 | 97 | -7
CC(C)(SC(=S)N1CCOCC1)C(=O)O
    0.2 | -5 | -9 | 0.9 | 1.1 | 22 | -4 | 106 | 104 | -22
O=C(N/N=C/c1ccc(Sc2nc3ccccc3s2)c([N+](=O)[O-])c1)c1ccccn1
    -0.3 | 2 | -9 | 2.9 | 1.1 | -3 | 19 | 92 | 98 | 3
CCCc1ccc(-c2csc(NC(=O)Cc3cccs3)n2)cc1
    -0.4 | -6 | -7 | 6.2 | 1.1 | -4 | 44* | 64 | 106 | 4
Cc1cc(C(=O)Nc2nc3c(s2)CCCC3)cs1
    0.0 | -37 | 70* | 1.3 | 6.4* | 119 | 52* | 60 | 136* | -119

Next results.
Value order: Hsp70 activator | STAT1 inh | FLuc inhib CS | RAM network inh | NF-kB expr up | APP 5'UTR act | STAT3 inh | STAT3 act | STAT1 act | APP 5UTR inh
Cc1cc(C(=O)N/N=C2\CCCC(=O)C2)c2ccccc2n1
    -0.1 | 3 | -4 | 0.1 | 1.4 | -11 | 15 | 87 | 98 | 11
COC(=O)c1nnn(CC(=O)Nc2ccc(C)c(F)c2)c1C(=O)OC
    0.1 | 15 | -2 | 1.0 | 1.1 | 4 | -1 | 104 | 86 | -4
COc1cc(/C=C2\S/C(=N/S(=O)(=O)c3ccccc3)NC2=O)c([N+](=O)[O-])cc1OC
    0.2 | -13 | -5 | 3.6 | 1.2 | 1 | -27 | 126 | 112 | -1
COCc1nnc(NC(=O)c2ccco2)s1
    1.7 | -8 | -5 | -0.8 | 1.1 | · | -2 | 105 | 108 | 4
COCC(=O)Nc1cc(=O)n(C)c(=O)n1C
    -0.5 | -2 | -2 | 0.7 | 1.1 | -1 | -1 | 101 | 102 | 1
CCCCOCCCNC(=O)CCCOc1ccccc1
    0.0 | 6 | -1 | -0.2 | 0.99 | 3 | 8 | 95 | 94 | -2

Screens deposited in PubChem BioAssay by several laboratories.
